Screening data from PubChem.
PLK1 PBD block = blocks phosphopeptide binding to human PLK1 polo-box domain | P53350 | Plk1 PBD binding of FITC phosphopeptide, fluorescence polarization | Potency, µM, inactives show max response, negative = inhibition, actives largely listed as inhibitors | 2.8% of 360,000 active | AID 720504; further: potency means the concentration at half of the fitted maximal effect; series mostly up to about 57 µM; on the % scale 0 is the no-effect control and ±100 the full control effect; nearly all actives have a fitted effect of over 65% in size
PTHR1 ag = activates the human parathyroid hormone receptor PTHR1; 0.075% of 410,000 active; HEK293 GP2 PTHR1 cells, GloSensor cAMP luminescence, 1 h; Q03431; Potency, µM (doses to about 115 µM), for the others: top-dose activation, usual class: activators; further: potency means the concentration at half of the fitted maximal effect; nearly all actives have a fitted effect of over 55% in size; some results filed as inactive show a strong effect at the top dose; inactives centre near -15; many of its hits are not listed in these tables
Target sequence (Q03431 whole entry, looked up): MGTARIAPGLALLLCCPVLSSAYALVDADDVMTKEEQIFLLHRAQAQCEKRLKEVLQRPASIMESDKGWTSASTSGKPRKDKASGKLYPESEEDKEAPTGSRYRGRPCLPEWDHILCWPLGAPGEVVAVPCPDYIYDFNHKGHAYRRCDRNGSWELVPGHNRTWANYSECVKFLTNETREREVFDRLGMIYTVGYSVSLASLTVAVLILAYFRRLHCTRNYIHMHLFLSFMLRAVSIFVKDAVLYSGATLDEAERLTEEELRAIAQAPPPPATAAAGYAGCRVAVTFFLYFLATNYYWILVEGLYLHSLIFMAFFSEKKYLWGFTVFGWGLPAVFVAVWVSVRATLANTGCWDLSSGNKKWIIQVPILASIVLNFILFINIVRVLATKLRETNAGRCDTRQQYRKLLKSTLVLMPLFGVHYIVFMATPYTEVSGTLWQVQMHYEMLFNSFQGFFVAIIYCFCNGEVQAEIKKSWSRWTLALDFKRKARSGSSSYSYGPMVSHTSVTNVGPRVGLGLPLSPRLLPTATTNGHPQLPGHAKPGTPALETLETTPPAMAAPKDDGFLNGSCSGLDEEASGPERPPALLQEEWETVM
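HEK-293-derived GP2 cells expressing PTHR1 and a GloSensor cAMP reporter, 3,000/well, plated overnight, given luciferin plus IBMX (each 0.5 mM as added) for 1 h at 37 °C, then compound for 1 h at 37 °C. Luminescence was read after 15 min at room temperature.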
GLP1R cytotox = cytotoxic in the GLP-1 receptor inverse agonist counter-screen | HEK293 cAMP-luciferase reporter cells, luminescence, 24 h | Potency, µM (series often up to 38.3 µM), without a hit: at the top dose activity change, negative = inhibition, usual class: inhibitors | AID 624418 | 0.13% of 410,000 active;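 further: loss of luciferase light is scored as toxicity; potency means the concentration at half of the fitted maximal effect; on the % scale 0 is the no-effect control and ±100 the full control effect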
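Here, cytotoxicity is scored as loss of luminescence. The MLSMR collection was tested on cells seeded in medium containing 10% Nu serum, with a 24 hr compound exposure preceded by 12 hours of culture.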
GLP1R inv ag = inverse agonists of human GLP-1 receptor; P43220; Potency, µM (top dose mostly 38.3 µM), for the others: at the highest dose activity change, negative = inhibition, most hits filed as inhibitors; HEK293 GLP-1R CRE-luciferase, luminescence, 24 h; GLP-1R form is constitutively active; 1.6% of 410,000 active; further: potency means the concentration at half of the fitted maximal effect; on the % scale 0 is the no-effect control and ±100 the full control effect; nearly all actives have a fitted effect of over 55% in size
Target sequence (P43220 whole entry, looked up): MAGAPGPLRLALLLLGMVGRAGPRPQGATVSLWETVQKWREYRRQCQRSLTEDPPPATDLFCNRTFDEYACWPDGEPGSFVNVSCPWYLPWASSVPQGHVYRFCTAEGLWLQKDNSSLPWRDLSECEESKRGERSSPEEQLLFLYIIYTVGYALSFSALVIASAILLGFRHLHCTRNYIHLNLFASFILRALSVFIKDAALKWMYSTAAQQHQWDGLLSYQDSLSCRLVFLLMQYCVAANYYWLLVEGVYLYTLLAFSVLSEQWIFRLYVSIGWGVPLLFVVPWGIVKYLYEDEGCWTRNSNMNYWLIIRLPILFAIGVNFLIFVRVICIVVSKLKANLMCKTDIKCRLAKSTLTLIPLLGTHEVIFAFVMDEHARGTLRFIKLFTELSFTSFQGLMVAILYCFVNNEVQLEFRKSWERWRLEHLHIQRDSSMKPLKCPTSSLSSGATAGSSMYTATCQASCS
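HEK293 cells stably co-expressing constitutively active GLP-1R and a cAMP-responsive luciferase reporter were seeded in DMEM with 10% Nu serum, given compounds after 12 h, and incubated 24 h at 37 deg C. Luminescence was then read.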
PI5P4K alpha inh = inhibitors of human PI5P4K alpha; PI5P4Kalpha enzyme, ADP-Glo luminescence, 60 min; stronger effect = lower value; max response, %; 1.2% of 330,000 active; P48426; AID 652105; active means max response of -50% or lower; inconclusive means between -30% and -50%; inactive means -30% or higher; further: value at the top dose of about 77 µM; on the % scale 0 is the no-effect control and ±100 the full control effect
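Compounds were pin-transferred onto PI5P4Kalpha and substrate in HEPES pH 7.4 buffer with EGTA, CHAPS and 5% DMSO. ATP (5 microM final) started the reaction, which ran 60 minutes at room temperature before ADP-Glo detection.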
IL-2 act = activators of IL-2 | IL-2 activation reporter assay, cell-based qHTS; stimulated with anti-CD3/CD4/CD28 beads; in transgenic mouse T cells | activation, % (series mostly up to about 46 µM) | 0.065% of 360,000 active | AID 652025; in the data active means activation above about 50%; inconclusive means mostly about 30% to 49%; further: 0% is about no effect
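Using fluorescent plate cytometry, EGFP and DsRed are detected in transgenic mouse T cells stimulated 18 h at 37 degrees C with antibody-coated beads after 60 min compound pretreatment.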
GLP1R ag = agonists of human GLP-1 receptor. HEK293 GLP-1R CRE-luciferase, luminescence, 4-6 h; cells express a hypersensitive GLP-1R form. Potency, µM (doses to about 45.6 µM), without a hit: at the highest dose activation, hits mostly activators. 0.007% of 380,000 active; further: potency means the concentration at half of the fitted maximal effect; % of control where 0% means no effect
EPAC1 agonist = activates human EPAC1 exchange factor. EPAC1 agonist qHTS, biochemical assay; response scale: 100% = response to 6.5 mM cAMP. 0.073% of 360,000 active. AID 720707. Potency, µM (series often up to 154 µM), for the others: at the highest dose activation, usual class: activators; further: potency means the concentration at half of the fitted maximal effect; nearly all actives have a fitted effect of over 60% in size
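Nucleotide exchange assay: 100 nM EPAC1 with 250 nM Rap1B loaded with BODIPY-GDP and 50 uM GDP, room temperature. Fluorescence (480/540 nm) read every 5 min for 30 min; signal change normalized to 6.5 mM cAMP as full agonist.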
EPAC1 antag = blocks human EPAC1 exchange factor | O95398 | EPAC1 GEF assay, Rap1b-BODIPY-GDP exchange fluorescence | Potency, µM (highest dose often 115 µM), inactives show at the highest dose activity change, negative = inhibition, usual class: inhibitors | 0.14% of 360,000 active;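 further: potency means the concentration at half of the fitted maximal effect; plate controls were vehicle for no effect and positive control for full effect; nearly all actives have a fitted effect of over 50% in size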
* hit, by the source's call; i = inactive; ? = inconclusive; / = not tested or not shown; [ ] = dose if it differs, or a comment. Unless noted, the call rests on the fitted dose curve; in most records, active means well fitted curve in the direction sought with a large enough effect; inconclusive means small, poorly fitted or top-dose-only effect, or another doubt; inactive means no such curve, though single readings can be large; an effect the other way counts as inactive or inconclusive.

The line under a structure holds: PLK1 PBD block	PTHR1 ag	GLP1R cytotox	GLP1R inv ag	PI5P4K alpha inh	IL-2 act	GLP1R ag	EPAC1 agonist	EPAC1 antag
CNC(=S)NNC(=O)c1cccn(Cc2ccc(Cl)c(Cl)c2)c1=O
→ -10.5%	-6.8%[57.5 µM]	-4.5%	22.7%	/	0.8	-0.3%	2.9%	-1.3%
NC(=O)NC(=O)COC(=O)[C@H](Cc1ccccc1)NC(=O)c1cccs1
→ -2.9%	-10.2%	-17.8%	12.8%	-1.7	0.7	20.8%	-4.5%	5.3%
CCc1nc2ccccc2c(=O)n1NC(=O)c1c(O)c2cccc3c2n(c1=O)CCC3
→ -2.4%	-14.1%[57.5 µM]	-16.6%	4.3%	1.5	1.2	-8.3%	3.3%	0.0%
CCOc1ccc(Nc2cc(C)nc3nc(C)nn23)cc1
→ -27.4%	i	-0.5%	14.8%	-0.6	1.3	-0.6%	1.9%	?
C/C(=N\O)c1sc(-c2ccccc2)nc1C
→ -4.8%	-21.6%	1.0%	60.9%[activator]	7.5	-2.0	22.9%	13.4%	-4.2%
Cc1ccc(CNC(=O)CCC2CCCN(Cc3cccc4c3OCO4)C2)o1 (configuration not stated)
→ -5.5%	i	-1.0%	-10.2%	-24.4	-0.4	4.7%	0.2%	-27.5%
COc1ccc(-c2nc(C#N)c(NCCc3ccccc3)o2)cc1
→ 1.7%	i	-23.1%	5.7%	/	-2.2	19.4%	20.2%	-16.8%
CC(=O)c1ccc(NC(=O)C2CCCN2S(=O)(=O)c2ccc(F)cc2)cc1 (configuration not stated)
→ ?	i	0.0%	4.8%	-3.3	0.9	-3.8%	0.1%	-11.1%
COc1ccc(-c2n[nH]c3c2C(c2ccc(Cl)cc2Cl)NC3=O)cc1 (configuration not stated)
→ /	-47.3%[inhibitor]	-8.9%	8.9%	/	/	6.0%	/	/
Cn1c(=O)[nH]c(=O)c2c1nc1n2CCN1Cc1ccccc1
→ -2.2%	-30.8%[inhibitor][57.5 µM]	1.9%	3.4%	/	1.0	-1.4%	2.0%	0.8%
COc1ccc(S(=O)(=O)N2CCOCC2)cc1NC(=O)CSc1cccc[n+]1[O-]
→ 3.5%	i	4.3%	9.3%	1.4	-1.2	-2.9%	1.4%	2.6%
CCOc1ccccc1NC(=O)c1cnn2c(C(F)F)cc(-c3ccccc3)nc12
→ /	i	1.5%	-2.7%	/	/	1.0%	/	/
C/C(=N\NC(=O)c1ccc(CSc2cccc3cccnc23)cc1)C1CCCCC1
→ -5.0%	i	19.3%	-0.3%	0.9	0.2	-0.7%	-1.2%	-0.4%
CC(C)(C)c1ccc(NC(=O)COC(=O)c2ccc([N+](=O)[O-])s2)cc1
→ -0.8%	i	-6.1%	21.4%	1.2	0.2	-22.1%	-3.9%	-17.4%
N#Cc1cnn2c(N)c(-c3ccc(Cl)cc3)cnc12
→ -16.3%	i	-24.2%	-5.7%	-1.2	-0.8	4.4%	4.8%	6.2%
CC(C)CN1C(=O)c2ccc(NC(=O)C3CC3)cc2C1=O
→ 4.5%	i	-17.8%	12.9%	0.3	-3.8	-2.5%	10.1%	4.9%
COc1cccc(NC(=O)c2ccccc2-c2nc(-c3ccc(Cl)cc3)no2)c1
→ -0.6%	-24.1%	3.9%	-0.3%	24.0	-3.6	-8.6%	13.9%	?
C/C(=N\NS(=O)(=O)c1ccc(Cl)cc1)c1ccc(NC(=O)c2ccco2)cc1
→ -0.2%	-40.0%[inhibitor]	22.0%	15.1%	-10.9	0.5	-2.6%	-23.6%	-12.4%
CN(CC(=O)Nc1ccc(OC(F)(F)F)cc1)C(=O)/C=C/c1ccco1
→ -6.9%	-2.5%	2.8%	-23.6%	-13.6	0.5	1.5%	-18.8%	-6.0%
Cn1c(=O)n(CCc2ccccc2)c(=O)c2c1nc1n2CCN1Cc1ccco1
→ -9.1%	-26.6%	?	?	-7.4	-3.9	-15.4%	7.9%	0.3%
COc1ccc(N2CCN(Cc3nc4ccccc4n3C)CC2)cc1
→ 3.3%	i	-8.3%	-24.9%	1.6	-2.3	-1.6%	0.0%	-15.8%
Cc1ccc(S(=O)(=O)N2C[C@H]3n4c(=O)ccc(=O)n4C[C@H](OC(=O)NC4CC4)[C@@]3(O)C2)cc1
→ 0.6%	-17.6%	-8.6%	-12.0%	4.8	1.3	-5.0%	2.8%	0.1%
CCOC(=O)c1c(C)[nH]c(C)c1S(=O)(=O)N(C)CC(=O)NCc1ccc(F)cc1
→ -6.3%	-18.3%	-19.6%	0.0%	4.7	-1.7	5.9%	5.7%	-8.5%
COCCSc1nc2c(c(=O)[nH]c(=O)n2C)n1CCCc1ccccc1
→ 21.2µM*	-46.4%[inhibitor]	8.3%	25.4%	-22.3	-0.4	8.9%	3.1%	-4.7%
N#C/C(=C\c1ccc[nH]1)C(=O)c1ccccc1
→ -10.1%	-8.1%	-9.4%	8.6%	-7.0	1.1	21.7%	-1.5%	19.4%
Cc1cccn2c(CNCCCn3ncc4ccccc43)c(C(=O)N3CCCCC3)nc12
→ 0.6%	-12.4%	6.1%	16.1%	1.0	0.2	25.3%	7.3%	13.6%
COCCCN1CN=C(NS(=O)(=O)c2ccc(NC(C)=O)cc2)NC1
→ /	-7.7%	5.3%	13.7%	/	/	-0.8%	/	/
COc1ccc(CN2C(=O)CSCC2(C)C(=O)NCc2ccccc2)cc1 (configuration not stated)
→ -3.2%	-20.5%	0.1%	6.4%	-1.4	-0.4	/	8.9%	-8.4%
O=C(O)CCC(=O)Nc1ccc(N2CCCCC2)c(C(=O)O)c1
→ -2.5%	i	-1.2%	-13.6%	2.7	2.8	-9.9%	-12.4%	-12.6%
O=C(CN1CCC(C(=O)c2ccc(F)cc2)CC1)Nc1ccccc1
→ 0.5%	-26.5%	4.2%	0.0%	/	-3.5	10.3%	-2.2%	2.4%
O=C(CNC(=O)c1ccccc1)NCC(=O)OCC(=O)c1ccc(F)cc1
→ -1.0%	i	10.9%	0.0%	2.4	-2.2	-15.2%	2.0%	6.4%
O=C(Nc1ccc(S(=O)(=O)N2CCOCC2)cc1)c1ccc(Br)o1
→ -0.3%	-61.0%[inhibitor]	2.4%	15.5%	-3.8	2.1	0.2%	3.0%	13.2%
CCc1nc2c(OCCC3CCCCC3)cccn2c1N(C=O)Cc1ccc(OC)cc1
→ -2.7%	-22.6%	2.8%	?	-11.2	-0.6	-7.8%	-14.4%	-6.0%
CC(C)(C)NC(=O)c1ccncc1
→ -0.7%	i	-2.7%	-9.8%	2.3	0.0	-11.8%	1.7%	-14.4%
OC[C@@H]1CN(Cc2ccccc2)C[C@H](n2cnc3c(NCc4ccc(F)cc4)ncnc32)O1
→ 6.3%	-30.0%	8.0%	8.7%	8.3	0.3	-1.7%	-12.5%	-9.9%
Cc1ccc(-c2nc(-c3cc4cccc(OCc5ccc(F)cc5)c4oc3=O)no2)cc1
→ /	-28.9%	0.0%	7.7%	/	/	-1.0%	/	/
CCc1cc(=O)[nH]c(SCCc2ccccc2)n1
→ 1.9%	i	0.9%	13.5%	3.4	-0.1	-5.5%	3.3%	-1.0%
CCN(Cc1ccccc1)C(=O)CCc1nc(CN2CCN(C(=O)c3ccc([N+](=O)[O-])cc3)CC2)no1
→ -17.3%	-15.9%	1.5%	-6.4%	-5.8	-1.7	9.5%	-9.1%	3.9%
COc1ccccc1CN(Cc1cc2cc3c(cc2[nH]c1=O)OCCO3)Cc1nnnn1Cc1ccco1
→ ?	?	43.3%[activator]	0.0%	/	2.5	22.3%	9.1%	1.3%
O=C(C1CC1)N1CCc2cc(Br)cc(S(=O)(=O)N3CCCCCC3)c21
→ 0.1%	i	-6.6%	0.0%	/	0.6	23.5%	6.9%	-8.1%
CC(C)CN(C(=O)COC(=O)C1=COCCO1)c1c(N)n(Cc2ccccc2)c(=O)[nH]c1=O
→ 2.5%	-23.0%	3.4%	-8.5%	-7.1	-3.3	-18.5%	-3.8%	3.4%
Cc1c(NC(=O)COC(=O)CCC(=O)c2ccc(Cl)cc2)c(=O)n(-c2ccccc2)n1C
→ 16.8µM*	i	-3.4%	18.5%	-24.4	0.3	0.3%	7.5%	-11.5%
CC(=O)c1ccc(OCc2cc(C(=O)N(C)C(C)c3ccon3)no2)cc1 (configuration not stated)
→ -12.4%	-7.4%	16.4%	3.0%	0.9	-4.6	-4.4%	6.7%	5.4%

Part of the list above, field by field.
> COc1ccccc1CN(Cc1cc2cc3c(cc2[nH]c1=O)OCCO3)Cc1nnnn1Cc1ccco1
  PLK1 PBD block: ?	PTHR1 ag: ?	GLP1R cytotox: 43.3%[activator]	GLP1R inv ag: 0.0%	PI5P4K alpha inh: /	IL-2 act: 2.5	GLP1R ag: 22.3%	EPAC1 agonist: 9.1%	EPAC1 antag: 1.3%
> O=C(C1CC1)N1CCc2cc(Br)cc(S(=O)(=O)N3CCCCCC3)c21
  PLK1 PBD block: 0.1%	PTHR1 ag: i	GLP1R cytotox: -6.6%	GLP1R inv ag: 0.0%	PI5P4K alpha inh: /	IL-2 act: 0.6	GLP1R ag: 23.5%	EPAC1 agonist: 6.9%	EPAC1 antag: -8.1%
> CC(C)CN(C(=O)COC(=O)C1=COCCO1)c1c(N)n(Cc2ccccc2)c(=O)[nH]c1=O
  PLK1 PBD block: 2.5%	PTHR1 ag: -23.0%	GLP1R cytotox: 3.4%	GLP1R inv ag: -8.5%	PI5P4K alpha inh: -7.1	IL-2 act: -3.3	GLP1R ag: -18.5%	EPAC1 agonist: -3.8%	EPAC1 antag: 3.4%
> Cc1c(NC(=O)COC(=O)CCC(=O)c2ccc(Cl)cc2)c(=O)n(-c2ccccc2)n1C
  PLK1 PBD block: 16.8µM*	PTHR1 ag: i	GLP1R cytotox: -3.4%	GLP1R inv ag: 18.5%	PI5P4K alpha inh: -24.4	IL-2 act: 0.3	GLP1R ag: 0.3%	EPAC1 agonist: 7.5%	EPAC1 antag: -11.5%

Not all compounds are listed; rates above refer to the full screens.
